TDP43 rescue = inhibitors of TDP-43 toxicity in yeast; Potency, µM (top dose mostly 46.1 µM), for the others: top-dose growth rescue (activation), actives largely listed as activators; 1.8% of 410,000 active; TDP-43 expressing yeast growth rescue, BacTiter-Glo, 24 h; further: potency means the concentration at half of the fitted maximal effect; % of control where 0% means no effect; nearly all actives have a fitted effect of over 50% in size
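In this qHTS, compounds that restore growth of yeast expressing TDP-43 appear as activators. Cells (OD600=0.02, galactose medium, raffinose-pregrown) are incubated with compound 24 hr at 30 deg C and growth is quantified by BacTiter-Glo.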
PTHR1 ag = agonists of human PTHR1 parathyroid hormone receptor. 0.075% of 410,000 active. AID 743266. HEK293 GP2 PTHR1 cells, GloSensor cAMP luminescence, 1 h. Potency, µM (series often up to 115 µM), inactives show at the highest dose activation, hits mostly activators; further: potency means the concentration at half of the fitted maximal effect; nearly all actives have a fitted effect of over 55% in size; some results filed as inactive show a strong effect at the top dose; inactives centre near -15; many of its hits are not listed in these tables
Target sequence (Q03431 whole entry, looked up): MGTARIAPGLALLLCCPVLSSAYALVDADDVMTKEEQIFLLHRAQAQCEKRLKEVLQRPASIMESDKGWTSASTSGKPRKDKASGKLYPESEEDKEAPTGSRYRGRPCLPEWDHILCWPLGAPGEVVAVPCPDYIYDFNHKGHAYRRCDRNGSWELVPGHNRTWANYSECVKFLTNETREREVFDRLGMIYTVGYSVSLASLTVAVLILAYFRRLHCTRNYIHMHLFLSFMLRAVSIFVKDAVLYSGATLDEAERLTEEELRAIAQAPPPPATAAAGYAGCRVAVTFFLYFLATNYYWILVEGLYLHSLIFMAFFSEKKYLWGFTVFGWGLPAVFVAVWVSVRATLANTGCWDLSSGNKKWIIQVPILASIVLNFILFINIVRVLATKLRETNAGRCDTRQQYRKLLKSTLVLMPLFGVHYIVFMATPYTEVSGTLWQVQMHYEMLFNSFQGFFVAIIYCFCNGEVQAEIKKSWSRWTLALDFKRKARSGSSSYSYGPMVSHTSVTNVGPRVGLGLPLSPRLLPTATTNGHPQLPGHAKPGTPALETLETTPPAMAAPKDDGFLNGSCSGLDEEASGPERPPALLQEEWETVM
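HEK-293-derived GP2 cells expressing PTHR1 and a GloSensor cAMP reporter, 3,000/well, plated overnight, given luciferin plus IBMX (each 0.5 mM as added) for 1 h at 37 °C, then compound for 1 h at 37 °C. Luminescence was read after 15 min at room temperature.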
Akt phos inh = inhibitors of Akt phosphorylation; Neuro2A IGF-stimulated pAkt S473 HTRF, 20 min; stronger effect = lower value; activity change, % for hits at 50 µM; 0.32% of 360,000 active; AID 651550; in the data active means activity change below about -80%; inconclusive means mostly about -51% to -80%; further: on the % scale 0 is the no-effect control and ±100 the full control effect
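Neuro2A cells (4,500/well, DMEM with 0.5% FBS) were treated with compound at a single 50 µM final concentration, stimulated with 6 nM IGF for 20 min at 37 °C, and lysed. Phospho-Akt Ser473 was read by HTRF as 665/615 ratio ×10^4.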
GLP1R ag = GLP-1 receptor (human) agonism. P43220. HEK293 GLP-1R CRE-luciferase, luminescence, 4-6 h; cells express a hypersensitive GLP-1R form. Potency, µM (top dose mostly 45.6 µM), for inactives: at the top dose activation, actives largely listed as activators. 0.007% of 380,000 active. AID 624172; further: potency means the concentration at half of the fitted maximal effect; % of control where 0% means no effect
Target sequence (P43220 whole entry, looked up): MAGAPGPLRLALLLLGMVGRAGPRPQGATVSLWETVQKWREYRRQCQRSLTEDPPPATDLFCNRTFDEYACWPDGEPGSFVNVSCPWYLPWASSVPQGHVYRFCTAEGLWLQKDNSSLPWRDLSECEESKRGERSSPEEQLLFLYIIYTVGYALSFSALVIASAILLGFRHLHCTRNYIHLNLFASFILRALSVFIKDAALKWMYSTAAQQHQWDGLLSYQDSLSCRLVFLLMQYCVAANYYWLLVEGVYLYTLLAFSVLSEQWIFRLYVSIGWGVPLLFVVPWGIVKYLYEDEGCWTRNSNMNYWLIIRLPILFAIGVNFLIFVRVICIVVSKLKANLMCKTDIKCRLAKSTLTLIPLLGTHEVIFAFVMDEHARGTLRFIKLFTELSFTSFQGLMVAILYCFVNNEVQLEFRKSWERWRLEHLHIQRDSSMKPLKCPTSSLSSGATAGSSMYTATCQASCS
aSyn yeast inh = inhibitors of alpha-synuclein toxicity in yeast; Yeast expressing alpha-synuclein, growth rescue, BacTiter-Glo, 24 h; Potency, µM (highest dose often 46.1 µM), inactives show at the highest dose growth rescue (activation), usual class: activators; 0.14% of 370,000 active; further: potency means the concentration at half of the fitted maximal effect; % of control where 0% means no effect; nearly all actives have a fitted effect of over 65% in size
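Readout is rescue of growth in alpha-synuclein-expressing yeast, so inhibitors of toxicity appear as activators. Growth after 24 hr at 30 deg C in galactose medium is quantified by luminescence.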
FUS yeast rescue = rescues growth of FUS-expressing yeast | S. cerevisiae FUS-expressing, growth rescue, OD600, 24 h | 0.24% of 390,000 active | Potency, µM (highest dose often 76.6 µM), for the others: top-dose growth rescue (activation), most hits filed as activators;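 further: potency means the concentration at half of the fitted maximal effect; plate controls were DMSO vehicle for no effect and reference control for full effect; nearly all actives have a fitted effect of over 55% in size; some results filed as inactive show a strong effect at the top dose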
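Galactose (2%) drives FUS expression in yeast precultured in raffinose; seeding density OD 0.005. Test compounds incubated 24hr at 30C and 99% humidity before absorbance at 600 nm was measured.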
Abeta rescue = restores growth of yeast expressing A-beta42 peptide; Potency, µM (series often up to 46.1 µM), without a hit: top-dose growth rescue, usual class: activators; yeast expressing A-beta42, growth rescue, OD600, 48 h; response scale: 0% DMSO, 100% iron-clioquinol control; AID 1347071; 0.063% of 410,000 active; further: potency means the concentration at half of the fitted maximal effect; nearly all actives have a fitted effect of over 55% in size
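Growth rescue measured by 600 nm absorbance after 48 h yeast culture at 30 C with compound. Values normalized between DMSO and an equimolar ferric chloride plus clioquinol control.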
DRD3 antagonist = blocks the human D3 dopamine receptor; P35462; D3R cells, DiscoveRx beta-arrestin luminescence, antagonist mode; stronger effect = lower value; max response, negative = inhibition, %; 2.5% of 360,000 active; AID 652054; in the data active means max response below about -50%; inconclusive means no clear call, values can overlap the other calls; further: on the % scale 0 is the no-effect control and ±100 the full control effect; mostly tested at two doses, the higher about 12 µM
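Cells expressing the human receptor were seeded at 1500 cells/well, incubated overnight at 37 degrees C in 5% CO2, then exposed to library compounds with dopamine controls for 90 minutes at 37 degrees C before luminescent detection.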
GLP1R inv ag = inverse agonists of human GLP-1 receptor; 1.6% of 410,000 active; Potency, µM (series often up to 38.3 µM), for inactives: at the highest dose activity change, negative = inhibition, actives largely listed as inhibitors; HEK293 GLP-1R CRE-luciferase, luminescence, 24 h; GLP-1R form is constitutively active; P43220; further: potency means the concentration at half of the fitted maximal effect; on the % scale 0 is the no-effect control and ±100 the full control effect; nearly all actives have a fitted effect of over 55% in size
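Constitutively active GLP-1R drives a cAMP-responsive luciferase in stably transfected HEK293 cells; test compounds are added after overnight (12 h) attachment and left 24 hr, and signal loss in luminescence marks inhibition.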
Numbers without * were called inactive; i = inactive; ? = inconclusive; · = no result given; & = joins results of further samples; [ ] = dose if it differs, or a comment. Unless noted, the call rests on the fitted dose curve; in most records, active means well fitted curve in the direction sought with a large enough effect; inconclusive means small, poorly fitted or top-dose-only effect, or another doubt; inactive means no such curve, though single readings can be large; an effect the other way counts as inactive or inconclusive. Some of the compounds tested; rates above refer to the full screens.

smiles	TDP43 rescue	PTHR1 ag	Akt phos inh	GLP1R ag	aSyn yeast inh	FUS yeast rescue	Abeta rescue	DRD3 antagonist	GLP1R inv ag
CCCCn1c(N)c(N(CCOC)C(=O)c2ccc(N(C)S(=O)(=O)c3ccc(C)cc3)cc2)c(=O)[nH]c1=O	-24%	i	i	8%	-1%	14%	7%	8	18%
COC(=O)c1cc(N=Cc2c(O)c3ccccc3oc2=O)cc(C(=O)OC)c1	-14%	i	i	-3%	13%	-12%	-19%	-3	-5%
CCOP(=O)(OCC)c1nc(/C=C/c2ccccc2)oc1NCc1ccccc1	-2%	-37%[inhibitor]	i	2%	-10%	?	4%	25	?
CCOCCCn1cnc2c(c1=O)c1nc3ccccc3nc1n2-c1ccccc1	-20%	-21%	i	1%	-1%	27%	-2%	-6	3%
O=C(O)c1ccc(SCc2cnc(Cl)s2)cc1	?	i	i	-7%	-40%[inhibitor]	-4%	-71%[inhibitor]	13	7%
CC(C)Cn1c(=O)c2ccccc2n2c(CCC(=O)N3CCN(c4ccccc4)CC3)nnc12	24%	i	·	·	·	26%	-7%	·	0%
CC1CCN(C(=O)C2CCN(S(=O)(=O)c3ccc4c(c3)CC(C)N4C(=O)C3CC3)CC2)CC1 (stereo unspecified)	9%	-3%	i	4%	11%	10%	4%	4	4%
O=C(COC(=O)/C=C/c1cccc(F)c1)Nc1ccccc1	-29%	i	i	6%	7%	27%	-17%	16	1%
COc1ccc(NC(=O)c2cc3c(=O)n(Cc4cccnc4)ccc3nc2C)cc1OC	8%	i	·	-1%	·	5%	8%	·	13%
CN(Cc1ccccc1)C(=O)C(=O)c1cn(CC(=O)N2CCCC2)c2ccccc12	2%	i	i	-2%	1%	52%	7%	1	-1%
CCOC(=O)c1ccccc1NC(=O)c1c2c(nc3ccccc13)C(=O)N(C1CCCCC1)C2	22%	i	·	·	·	-12%	-16%	·	5%
COc1cccc(NC(=O)C2CCCN2S(=O)(=O)c2ccc3c(c2)n(C)c(=O)c(=O)n3C)c1 (stereo unspecified)	2%&-6%	-10%&0%	i	-3%	5%	10%&-5%	-5%&-10%	3	12%&3%
COC(=O)C1=CN(CCOC23CC4CC(CC(C4)C2)C3)C=C(C(=O)OC)C1c1ccsc1	2%	-26%	i	-6%	2%	?	15%	-7	2%[0.307 µM]
COc1ccc(C(C(=O)NC2CCCCC2)N2CCC3(CC2)OCCO3)cc1 (stereo unspecified)	-17%	i	i	-4%	-8%	6%	0%	-10	10%
Cc1cc(S(=O)(=O)NC[C@H]2O[C@@H](n3ccc(N)nc3=O)[C@H](O)[C@@H]2O)c(C)s1	0%	-22%	i	-3%	1%	-15%	-6%	-13	-15%
CCOC(=O)[C@]12CCCC=C1N(Cc1cccc3ccccc13)C(=O)[C@H](CC(=O)NCCc1ccccc1OC)C2	24%	-4%	i	3%	0%	?	1%	-4	?
O=Cc1ccc(-c2ccc(C(=O)O)cc2)o1	-9%	i	i	-6%	1%	0%	4%	-13	2%
COc1ccc(CNC(=O)c2cn(-c3cccc(OC)c3)c(=O)c3ccccc23)cc1	22%	i	·	·	·	43%	10%	·	-12%
Cc1c(Cl)cccc1NC(=O)c1cc(S(=O)(=O)N2CCOCC2)cn1C	-8%	-35%[inhibitor]	i	2%	12%	-14%	1%	10	3%
COC(=O)c1ccc(C2C(C#N)=C(N)Oc3cc(N)ccc32)cc1 (stereo unspecified)	-5%[1.82 µM]	-14%	i	14%	-2%	?	1%	13	15%

Compound profiles, from the list above:
Shown for COc1ccc(NC(=O)c2cc3c(=O)n(Cc4cccnc4)ccc3nc2C)cc1OC = TDP43 rescue = 8%; PTHR1 ag = i; Akt phos inh = ·; GLP1R ag = -1%; aSyn yeast inh = ·; FUS yeast rescue = 5%; Abeta rescue = 8%; DRD3 antagonist = ·; GLP1R inv ag = 13%
Shown for CC(C)Cn1c(=O)c2ccccc2n2c(CCC(=O)N3CCN(c4ccccc4)CC3)nnc12 = TDP43 rescue = 24%; PTHR1 ag = i; Akt phos inh = ·; GLP1R ag = ·; aSyn yeast inh = ·; FUS yeast rescue = 26%; Abeta rescue = -7%; DRD3 antagonist = ·; GLP1R inv ag = 0%

Other structures
smiles	TDP43 rescue	PTHR1 ag	Akt phos inh	GLP1R ag	aSyn yeast inh	FUS yeast rescue	Abeta rescue	DRD3 antagonist	GLP1R inv ag
CS(=O)(=O)c1ccc(Cl)c(NC(=O)c2cccc(N3C(=O)CCC3=O)c2)c1	-3%	i	i	6%	-2%	0%	13%	-22	9%
COc1ccc(NC(=O)Cn2c(=O)c3cccn3c3ccccc32)cc1	5%	-9%	·	·	·	23%	-12%	·	6%
COC(=O)c1ccc(C(=O)NC2CCSc3ccccc32)cc1 (stereo unspecified)	15%	i	i	7%	-1%	0%	-2%	3	-6%
Cc1ccc2c(c1)Cc1c(nc(-c3ccc(Cl)cc3)nc1SCC(=O)N1CCCCC1)O2	2%	22%	·	·	·	-15%	-10%	·	20%
CCOC(=O)N1CCN(C(=O)/C=C/c2ccc(C(C)(C)C)cc2)CC1	1%	-5%	i	5%	-7%	38%	26%	-1	?
COc1cccc(N2CCN(S(=O)(=O)c3cc4c(cc3C)N(C)CCO4)CC2)c1	?	i	i	19%	?	33%	-2%	-3	?
COC(=O)[C@]12CCCCC=C1N(Cc1ccccc1)C(=O)[C@H](CC(=O)NCCc1ccccc1OC)C2	19%	i	i	-2%	1%	36%	7%	23	?
CCOC(=O)C1=CN(Cc2cccc(F)c2)S(=O)(=O)N(CC)C1c1ccc(F)c(Cl)c1 (stereo unspecified)	17%	-15%	i	-3%	-5%	-4%	-1%	-8	?
O=C(NCc1cccnc1)c1cc(C2CCCN(C(=O)c3ccccn3)C2)on1 (stereo unspecified)	-5%	0%	i	-2%	-2%	-6%	-22%	0	16%
O=C(CN1C(=O)NC(c2ccccc2)(c2ccccc2)C1=O)N1CCN(c2ccccc2F)CC1	-10%	i	i	-5%	2%	?	-20%	?	?
CCn1c(-c2cccnc2Cl)nc2cc(Cl)c(Cl)cc21	?	i	i	24%	29%	45%	-23%	-26	-5%
Cc1c(C)n2c(SCC(=O)N3CCCCCC3)nnc2[nH]c1=O	-12%	i	i	6%	-1%	10%	-4%	3	1%
O=C1c2ccccc2C(=O)N1c1ccc(Cl)cn1	16%	-16%	i	5%	-12%	9%	-12%	0	14%
C/C(=C\C(=O)c1ccccc1)NNc1nc2ccccc2s1	24%	i	i	5%	-11%	4%	-6%	24	?
COc1ccc(CCNC(=O)CCCCn2c(=O)c3ccccc3n(Cc3ccc(Cl)cc3)c2=O)cc1OC	25%	-48%[inhibitor]	·	1%	·	?	-16%	·	?
COC(=O)c1cc(NC(=O)CCS(=O)(=O)c2cc(Br)cc3c2N(C(=O)C2CC2)CC3)cc(C(=O)OC)c1	11%	i	·	·	·	22%	-6%	·	13%
CCN(C(=O)C(C)N1C(=O)/C(=C/c2ccco2)SC1=S)C1CCS(=O)(=O)C1 (stereo unspecified)	-27%	-23%	i	-6%	15%	?	4%	-15	?
Cc1c(Cl)cccc1-n1ncc(C(=O)N2CCC(C)CC2)c1C1CCN(C(=O)OC(C)(C)C)CC1	1%	i	·	·	·	17%	12%	·	5%
N#C/C(=N/O)c1nc(-c2ccc(F)cc2)cs1	-92%[inhibitor]	-13%	i	-8%	-32%[inhibitor]	-4%	-56%[inhibitor]	8	20%
CC(C)(C)C(=O)OCc1nc(-c2ccc3c(c2)OCCO3)cs1	7%	-43%[inhibitor]	i	-6%	-9%	6%	-12%	-1	-21%

Sorted by number of heavy atoms (lowest first): part of the list above
smiles	TDP43 rescue	PTHR1 ag	Akt phos inh	GLP1R ag	aSyn yeast inh	FUS yeast rescue	Abeta rescue	DRD3 antagonist	GLP1R inv ag
CCn1c(-c2cccnc2Cl)nc2cc(Cl)c(Cl)cc21	?	i	i	24%	29%	45%	-23%	-26	-5%
COc1ccc(C(C(=O)NC2CCCCC2)N2CCC3(CC2)OCCO3)cc1 (stereo unspecified)	-17%	i	i	-4%	-8%	6%	0%	-10	10%
CCCCn1c(N)c(N(CCOC)C(=O)c2ccc(N(C)S(=O)(=O)c3ccc(C)cc3)cc2)c(=O)[nH]c1=O	-24%	i	i	8%	-1%	14%	7%	8	18%

Additional entries follow.
smiles	TDP43 rescue	PTHR1 ag	Akt phos inh	GLP1R ag	aSyn yeast inh	FUS yeast rescue	Abeta rescue	DRD3 antagonist	GLP1R inv ag
O=C(Cn1c(=O)n(CCCS(=O)(=O)C2CCCCC2)c(=O)c2ccccc21)Nc1ccccc1C(F)(F)F	-1%	1%	·	-2%	·	-19%	-15%	·	-4%
CSc1ccc(C2=CC(=O)C[C@H](c3ccc(F)cc3)C2)cc1	22µM*	i	i	5%	6%	17%	-9%	?	?
N#CC1=C(N)Oc2cc(Nc3ccccc3)ccc2C1c1ccncc1 (stereo unspecified)	5%	-13%[57.5 µM]	i	5%	11%	34%	4%	-4	?
COc1cccc(CN2CCNC(=O)C2CC(=O)NCCc2nc(C)c(C)s2)c1OC (stereo unspecified)	-5%	i	i	-1%	-1%	0%	-9%	3	-2%
O=C(NC1CC1)C1CCCN1S(=O)(=O)c1ccc2ccccc2c1 (stereo unspecified)	16%	i	i	0%	-2%	6%	10%	12	0%

Screening data (PubChem BioAssay)
